Source: PubChem
LGR2 antag = Drosophila LGR2 receptor signaling inhibition | HEK293 LGR2, CRE-luciferase, bursicon-stimulated, 4 h | inhibition, % at 9.99 µM | 380,000 tested, 0.35% active;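 active = drop in luminescence signal, shown as inhibition above about 50% in the replicate tests, limit read from the data, passing the limit was not always enough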;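 also: agonist challenge used bursicon conditioned medium at about half maximal strength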
EWS-Fli inh = inhibitors of EWS/Fli oncoprotein transcriptional activity. A673 NR0B1-luciferase reporter, viability-normalised. inhibition, % at 12.6 µM. 350,000 tested, 0.67% active. AID 651661;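 active = mean inhibition of at least 50% after viability correction, with every replicate also passing that limit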;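 also: firefly luciferase signal divided by Alamar Blue viability fluorescence both relative to DMSO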
PGC1a acetyl inh = lowers PGC1a acetylation signal in U2OS cells; AlphaScreen anti-acetyl-lysine; with virally co-expressed GCN5 acetyltransferase; 350,000 tested, 0.17% active; inhibition, % at 15.6 µM;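 active = every replicate shows inhibition of at least 40%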;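 also: 0% = neutral control wells and 100% = positive control wells; some results beyond the cut were filed as inactive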
ERAP1 HTS inh = blocks human ERAP1 aminopeptidase activity | inhibition, % at 10.7 µM | 340,000 tested, 0.15% active | Q9NZ08 | AID 652197 | recombinant ERAP1, Leu-AMC fluorescence, 60 min;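 active = mean replicate inhibition of at least 30%, or all replicates individually reaching that 30% level; inactive = mean below 30% and not every replicate reaching it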;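 also: 0% = neutral control wells and 100% = L-leucinethiol positive control wells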
Target sequence (Q9NZ08 whole entry, looked up): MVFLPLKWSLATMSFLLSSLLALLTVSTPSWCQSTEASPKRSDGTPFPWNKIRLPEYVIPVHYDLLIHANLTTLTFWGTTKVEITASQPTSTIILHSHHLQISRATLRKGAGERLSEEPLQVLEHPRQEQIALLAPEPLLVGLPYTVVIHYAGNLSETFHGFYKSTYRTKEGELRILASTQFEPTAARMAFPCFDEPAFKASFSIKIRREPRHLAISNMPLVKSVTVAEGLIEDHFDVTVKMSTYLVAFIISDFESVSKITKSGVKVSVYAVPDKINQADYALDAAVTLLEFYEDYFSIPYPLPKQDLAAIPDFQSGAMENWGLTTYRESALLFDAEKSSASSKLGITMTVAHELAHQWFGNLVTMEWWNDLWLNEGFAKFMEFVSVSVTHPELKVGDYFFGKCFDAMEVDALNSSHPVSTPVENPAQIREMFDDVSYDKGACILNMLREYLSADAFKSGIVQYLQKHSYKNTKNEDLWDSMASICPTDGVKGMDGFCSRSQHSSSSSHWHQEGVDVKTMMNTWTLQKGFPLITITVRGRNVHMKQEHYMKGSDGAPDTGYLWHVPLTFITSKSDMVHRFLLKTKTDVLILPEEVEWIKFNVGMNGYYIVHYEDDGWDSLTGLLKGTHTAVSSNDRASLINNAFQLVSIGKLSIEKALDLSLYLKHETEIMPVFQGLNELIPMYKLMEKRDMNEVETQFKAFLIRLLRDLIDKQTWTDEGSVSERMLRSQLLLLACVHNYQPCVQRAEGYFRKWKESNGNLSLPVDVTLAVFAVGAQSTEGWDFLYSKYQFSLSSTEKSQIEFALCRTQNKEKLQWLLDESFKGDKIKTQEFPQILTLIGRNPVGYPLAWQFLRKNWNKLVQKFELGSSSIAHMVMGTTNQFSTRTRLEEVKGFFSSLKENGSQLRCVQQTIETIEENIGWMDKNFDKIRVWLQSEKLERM
S100A4 inh HTS = S100A4-myosin IIA interaction inhibition; S100A4/TAMRA-MyoIIA peptide fluorescence polarization; inhibition, % at 10.7 µM; 360,000 tested, 0.14% active; AID 652163;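 active = mean inhibition of at least 70% across replicates, with every replicate also reaching that level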
Target sequence (P26447 whole entry, looked up): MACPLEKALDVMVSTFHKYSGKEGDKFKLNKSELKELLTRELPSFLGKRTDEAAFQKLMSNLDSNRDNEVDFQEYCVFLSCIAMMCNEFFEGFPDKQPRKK
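Test system: S100A4 monomer protein. Medium: HEPES buffer with Ca2+, pH 7.2. Reagent: fluorescent myosin IIA peptide, 5 nM. Compound dosing: single-point compound testing. Timing: 5 min between mix addition and reading. Benchmarks: DMSO neutral and TFP positive wells.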
FN deposition inh = fibronectin deposition inhibition; AH1F fibroblasts, Alexa488-fibronectin deposition fluorescence, overnight; inhibition, % at 12.6 µM; 350,000 tested, 0.086% active; AID 743247;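 active = mean inhibition across replicates of 30% or more, regardless of how many single replicates reach that level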;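 also: positive control wells lacked labelled fibronectin entirely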
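Assay system: AH1F fibroblasts assembling fluorescent fibronectin matrix; Amount: 10000 AH1F cells per well; Buffer or medium: DMEM, 2% serum; Probe or stimulus: Alexa488-fibronectin, 24 nM final in well; Doses: single compound dose, delivered by pin transfer; Incubation: 1 h adhesion, overnight exposure; Measured by: fluorescence 485/525 nm; Read-out: fibronectin deposition inhibition.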
PAX8 inh HTS = PAX8 transcriptional activity inhibition; RMG-I TPO-luciferase reporter, SteadyGlo, 24 h; inhibition, % at 12.6 µM; 360,000 tested, 1.2% active;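 active = mean replicate inhibition at least 60% with every replicate also reaching 60%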;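 also: luciferase light reporting Pax8 driven TPO promoter activity; plate controls were median of neutral control wells for no effect and mitoxantrone controls for full effect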
PglD inh = inhibitors of Campylobacter jejuni PglD acetyltransferase; 360,000 tested, 0.098% active; inhibition, % at 12.5 µM; purified PglD enzyme, DTNB colorimetric CoA detection; in the data active = inhibition above about 16%, passing the limit was not always enough; also: strong numbers were not always called active
Numbers without * were called inactive; · = not tested or not shown.

(1) C[C@@H]1CCCCO[C@H](CN(C)S(=O)(=O)c2ccccc2)[C@@H](C)CN([C@@H](C)CO)C(=O)c2cc(N(C)C)ccc2O1
(2) COc1c(S(=O)(=O)N2CCN(C)CC2)ccc(Cl)c1Cl
(3) O=C(CN1CCOCC1)Nc1nc(-c2ccc(Cl)cc2)cs1
(4) C[C@@H]1CN([C@@H](C)CO)C(=O)c2cccc(NS(=O)(=O)c3ccc(F)cc3)c2O[C@@H]1CN(C)Cc1ccc(C(=O)O)cc1
(5) O=C(O)C[C@H]1C=C[C@H](NC(=O)Nc2ccccc2)[C@@H](CO)O1
(6) C[C@@H]1CN([C@H](C)CO)C(=O)c2cc(C#CC3(O)CCCC3)cnc2O[C@H]1CN(C)S(=O)(=O)c1ccccc1
compound no.	1	2	3	4	5	6
LGR2 antag	·	·	-21	-10	1	0
EWS-Fli inh	-2	1	-10	-6	2	5
PGC1a acetyl inh	-10	-11	2	-11	-5	-2
ERAP1 HTS inh	3	-1	5	4	3	-2
S100A4 inh HTS	-1	1	5	-13	-1	5
FN deposition inh	·	-1	-1	·	1	·
PAX8 inh HTS	5	-5	-25	·	-3	7
PglD inh	-4	-7	5	-6	-3	0

(7) CCNC(=S)NCc1ccc(F)cc1
(8) Cc1cc(C)cc(-n2c(C)cc(/C=C3\C(=N)N4N=C(CC(C)C)SC4=NC3=O)c2C)c1
(9) CC(c1cccs1)N(C)Cc1nc(CCc2ccccc2)no1 (centres undefined)
(10) COCc1c(Br)c(C)nc(OCC(=O)N/N=C/c2ccc(C)o2)c1C#N
(11) CCC(=O)N(C)C[C@H]1Oc2ncc(C#Cc3ccccc3OC)cc2C(=O)N([C@@H](C)CO)C[C@@H]1C
(12) CO[C@@H]1CN(C)C(=O)c2ccc(NC(=O)Nc3ccccc3)cc2OC[C@@H](C)N(C(=O)CC2CC2)C[C@H]1C
compound no.	7	8	9	10	11	12
LGR2 antag	4	·	-5	-18	12	-16
EWS-Fli inh	-1	19	-16	0	0	-7
PGC1a acetyl inh	-1	·	·	3	-1	6
ERAP1 HTS inh	6	3	-1	1	2	-1
S100A4 inh HTS	-1	-4	-5	6	6	-19
FN deposition inh	-2	0	·	3	·	-6
PAX8 inh HTS	-14	13	-1	7	0	·
PglD inh	4	·	·	·	-1	1

(13) COc1cc(C(=O)OCC(=O)Nc2ccccc2C(=O)NC2CC2)c([N+](=O)[O-])cc1OC
(14) CC(=O)c1ccc(NC(=O)CSc2nnc(-c3ccncc3)n2C2CC2)cc1
(15) COc1ccc(OC)c(C(C)NC(=O)C(C)n2cc([N+](=O)[O-])cn2)c1 (centres undefined)
(16) Cc1ccc(C)c(SCC(=O)OC/C(O)=C(\C#N)c2nc3ccccc3[nH]2)c1
(17) CC(C)(C)C(=O)C1=C(O)C(=O)N(c2ccccc2)C1c1ccccc1 (centres undefined)
(18) CCCC#Cc1ccc([C@@H]2[C@H]3CN(CC4CCOCC4)CCCCN3[C@H]2CO)cc1
compound no.	13	14	15	16	17	18
LGR2 antag	-3	-5	3	-18	16	-6
EWS-Fli inh	-6	-11	-1	0	-13	9
PGC1a acetyl inh	-8	1	5	·	·	-5
ERAP1 HTS inh	1	-1	-3	1	0	1
S100A4 inh HTS	-1	-6	-4	-15	-6	-11
FN deposition inh	18	·	11	18	-2	·
PAX8 inh HTS	21	-14	14	32	10	3
PglD inh	2	4	2	·	1	-4

(19) O=C(OCC(=O)N1CCc2ccccc21)C1CCCN1S(=O)(=O)c1ccc(Cl)cc1 (centres undefined)
(20) Clc1ccccc1Nc1nc(NCc2cccs2)nc2ccsc12
(21) CC(C)[C@H](NC(=O)OC(C)(C)C)c1cc(C(=O)N2CCOCC2)c(N)s1
(22) CCN1CCN(c2ccc(N=Cc3ccc(O)cc3O)cc2)CC1
(23) COCC(=O)N1[C@@H](CO)[C@@H]2c3ccccc3N(C(=O)C3CC3)C[C@@H]21
(24) COc1cccc(OC)c1CC1SC(=O)NC1=O (centres undefined)
compound no.	19	20	21	22	23	24
LGR2 antag	2	-22	21	2	1	5
EWS-Fli inh	-2	14	3	-1	-18	-18
PGC1a acetyl inh	1	·	·	·	10	·
ERAP1 HTS inh	-3	1	·	2	-1	-7
S100A4 inh HTS	-2	7	-6	-9	8	-1
FN deposition inh	3	-8	5	-1	·	7
PAX8 inh HTS	8	18	-14	15	-6	7
PglD inh	0	1	·	·	1	·

(25) NNC(=O)c1ccc(Cn2cccn2)o1
(26) COc1ccc(CC(=O)n2[nH]c(=O)ccc2=O)cc1OC
(27) CCCCSc1nc2c(cnn2-c2ccc(C)c(C)c2)c(=O)[nH]1
(28) Cc1cc(C)n2nc(C(=O)OCCOc3cccc(Br)c3)nc2n1
(29) Cc1oc2c(c(C)cc3oc(=O)c(CC(=O)NCC(=O)NCC(=O)O)c(C)c32)c1C
(30) COc1ccc(S(=O)(=O)Nc2ccc3c(c2)C(=O)N([C@H](C)CO)C[C@H](C)[C@H](CN(C)Cc2ccncc2)OCCCC[C@H](C)O3)cc1
compound no.	25	26	27	28	29	30
LGR2 antag	-13	·	-3	·	·	-27
EWS-Fli inh	-2	-7	-1	·	-2	-1
PGC1a acetyl inh	·	1	4	5	·	1
ERAP1 HTS inh	3	20	4	·	1	-2
S100A4 inh HTS	-1	5	2	·	0	-1
FN deposition inh	-5	8	-7	-2	-3	·
PAX8 inh HTS	-18	-1	-11	-1	-20	13
PglD inh	·	4	·	0	·	4

(31) Cc1ccc2ccc(C(Nc3ccccc3)c3ccc(F)cc3)c(O)c2n1 (centres undefined)
(32) C[C@@H]1CN([C@@H](C)CO)S(=O)(=O)c2ccc(C#C[C@@H](C)O)cc2O[C@@H]1CN(C)Cc1ccccc1
(33) COc1ccc([C@H]2C[C@@H](O)[C@H](n3cc(C4CC4)nn3)CN2Cc2cccs2)cc1
(34) CC1CCCN(C(=O)COC(=O)CNC(=O)c2sc3ccccc3c2Cl)C1 (centres undefined)
(35) COc1ccccc1CNC(=O)C[C@H]1CC[C@@H]2[C@H](COC[C@@H](O)CN2C(=O)Nc2ccc(Cl)cc2)O1
(36) Cn1nc(C(F)(F)F)c(-c2ccc(F)cc2)c1NC(=O)Nc1ccc(F)cc1
compound no.	31	32	33	34	35	36
LGR2 antag	-69	27	9	2	-7	-7
EWS-Fli inh	-29	15	-2	1	-17	18
PGC1a acetyl inh	·	3	·	12	-13	-13
ERAP1 HTS inh	-2	4	2	5	0	1
S100A4 inh HTS	0	-12	2	0	-3	4
FN deposition inh	-6	2	-9	5	0	2
PAX8 inh HTS	10	·	-18	-9	-16	10
PglD inh	·	4	-5	5	5	4

(37) COc1ccc2[nH]cc(CCNS(=O)(=O)c3ccccc3)c2c1
(38) COc1cc(C)nc(Oc2ccc(OCCOc3ccccc3)nn2)n1
(39) Cc1nnc(SC(C)C(=O)Nc2ccc3ccccc3c2)[nH]c1=O (centres undefined)
(40) CC(C)NC(=O)N(C)C[C@@H]1Oc2ccc(NC(=O)CCC(F)(F)F)cc2C(=O)N([C@@H](C)CO)C[C@H]1C
(41) CCOC(=O)Nc1cccc(OCC(=O)Nc2ccc3c(c2)CCC3)c1
(42) C[C@@H](NC(=O)C[C@H]1CC[C@H]2[C@@H](COC[C@@H](O)CN2C(=O)Nc2cccc(Cl)c2)O1)c1ccccc1
compound no.	37	38	39	40	41	42
LGR2 antag	-5	-9	-11	-15	-31	4
EWS-Fli inh	21	5	13	10	-28	-13
PGC1a acetyl inh	-18	·	·	1	-1	4
ERAP1 HTS inh	0	11	-3	0	2	-5
S100A4 inh HTS	1	-1	-4	69	0	-2
FN deposition inh	-3	3	5	·	4	-4
PAX8 inh HTS	9	-14	7	-29	-24	-17
PglD inh	6	·	7	0	-3	0

(43) Cc1ccc(C2N3CC4([N+](=O)[O-])CN2CC([N+](=O)[O-])(C3)C4(C)C)cc1 (centres undefined)
(44) CCOc1ccc(NC(=O)CN(C)C(=O)CSC(C)C(=O)Nc2cc(C)on2)cc1OCC (centres undefined)
(45) COCCCNC(=O)Cn1nnc(-c2ccccc2NC(=O)c2ccccc2F)n1
(46) Cc1ccc(Nc2nnc(SC(C)C(=O)NCC3CCCO3)s2)cc1 (centres undefined)
(47) Cc1cc(C)n2nc(CC(=O)NNC(=O)c3ccc(N(C)C)cc3)nc2n1
(48) O=C1CN(S(=O)(=O)c2ccccc2)C[C@@H]2[C@@H](c3ccc(Br)cc3)[C@H](CO)N12
compound no.	43	44	45	46	47	48
LGR2 antag	21	-6	5	-10	4	-2
EWS-Fli inh	-6	7	11	-5	·	2
PGC1a acetyl inh	3	0	-2	·	-1	-8
ERAP1 HTS inh	-3	1	-5	1	-3	-2
S100A4 inh HTS	2	0	-5	0	-7	26
FN deposition inh	-1	·	·	4	4	·
PAX8 inh HTS	-1	15	·	-22	9	-8
PglD inh	2	-2	4	1	-10	·

(49) C[C@H]1CN([C@@H](C)CO)S(=O)(=O)c2ccc(Br)cc2O[C@@H]1CN(C)C(=O)C1CCCCC1
(50) Cc1ccccc1Nc1nnc(SCC(=O)Nc2ccccc2[N+](=O)[O-])s1
(51) O=C(C[C@H]1CC[C@@H]2[C@H](COC[C@H](O)CN2C(=O)c2cccnc2)O1)NCc1ccccc1
(52) CCc1ccc(NC(=O)C(=O)NCC2CCCO2)cc1 (centres undefined)
(53) COc1ccccc1NC(=O)Nc1nnc([C@@H]2C[C@H](O)[C@@H](CO)O2)s1
(54) CCC(CO)Oc1cc(NCc2ccc(OC)cc2)c2ncn(C(C)C)c2c1 (centres undefined)
compound no.	49	50	51	52	53	54
LGR2 antag	4	-14	-8	-23	8	-38
EWS-Fli inh	2	-19	1	-73	-17	-4
PGC1a acetyl inh	-4	-7	2	·	·	-1
ERAP1 HTS inh	·	-2	0	0	0	-1
S100A4 inh HTS	·	-6	34	0	1	-5
FN deposition inh	-26	7	-3	-13	4	11
PAX8 inh HTS	·	-19	-18	-104	-33	-15
PglD inh	·	-7	-1	1	-4	-2

4 entries picked at random from the list so far, as already listed:
(49) C[C@H]1CN([C@@H](C)CO)S(=O)(=O)c2ccc(Br)cc2O[C@@H]1CN(C)C(=O)C1CCCCC1
(50) Cc1ccccc1Nc1nnc(SCC(=O)Nc2ccccc2[N+](=O)[O-])s1
(51) O=C(C[C@H]1CC[C@@H]2[C@H](COC[C@H](O)CN2C(=O)c2cccnc2)O1)NCc1ccccc1
(53) COc1ccccc1NC(=O)Nc1nnc([C@@H]2C[C@H](O)[C@@H](CO)O2)s1
compound no.	49	50	51	53
LGR2 antag	4	-14	-8	8
EWS-Fli inh	2	-19	1	-17
PGC1a acetyl inh	-4	-7	2	·
ERAP1 HTS inh	·	-2	0	0
S100A4 inh HTS	·	-6	34	1
FN deposition inh	-26	7	-3	4
PAX8 inh HTS	·	-19	-18	-33
PglD inh	·	-7	-1	-4

The list continues:
(55) O=C(NCC1CC1)C1Cc2c(-c3ccc(Cl)cc3)ccnc2O1 (centres undefined)
(56) O=C(O)C[C@@H]1CC[C@H]2[C@@H](COC[C@H](O)CN2S(=O)(=O)c2ccc(F)cc2)O1
(57) COc1ccc(NC(=O)CCNC(=O)Cn2ccc3ccccc3c2=O)cc1Cl
(58) CCOc1ncccc1C(=O)NCc1ccccc1Cl
(59) CC1(C)CC(=O)C=C(c2n[nH]nc2C2CCCCC2)C1
(60) C[C@H]1CN([C@@H](C)CO)C(=O)c2cc(NS(=O)(=O)c3ccc(Cl)cc3)ccc2O[C@@H]1CN(C)C(=O)Nc1cccc2ccccc12
compound no.	55	56	57	58	59	60
LGR2 antag	2	-11	5	-34	-32	2
EWS-Fli inh	-1	·	3	-12	11	-2
PGC1a acetyl inh	·	-8	8	·	-3	-5
ERAP1 HTS inh	2	0	0	1	-4	1
S100A4 inh HTS	-9	2	-3	-21	4	-2
FN deposition inh	14	3	0	1	26	-5
PAX8 inh HTS	8	·	24	-15	-5	9
PglD inh	5	-2	2	5	2	0
